RECQ1 helicase: inhibitors of human RECQ1 DNA helicase; RECQ1 DNA unwinding, red fluorescence kinetic read; Potency, µM (highest dose often 57.3 µM), for the others: at the highest dose activity, negative = inhibition, usual class: inhibitors; AID 2549; 240,000 tested, 0.54% active;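 also: plate controls were vehicle for no effect and no enzyme for full effect; nearly all actives have a fitted effect of over 30% in size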
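RECQ1T1 50 nM; forked duplex (20 bp + 30-nt ss tails) 200 nM, ATP 2 mM final; pH 8.0, 2 mM MgCl2, 2.5 ug/ml poly(dI-dC); 15 min compound preincubation; discontinuous kinetic read over 2 h at RT.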
TR SRC2 fluor cs: Texas Red fluorescence interference in TRb-SRC2 counter-screen; TRb/SRC2 Texas Red total fluorescence interference; 280,000 tested, 0.29% active; AID 1479; Potency, µM (top dose mostly 106 µM), for the others: at the top dose fluorescence change, negative = quenching; active = well fitted curve in either direction with a large enough effect; inconclusive = small, poorly fitted or top-dose-only effect
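Flags fluorescent or light-absorbing compounds by total fluorescence, S + 2P, at 555 nm excitation and 632 nm emission. Mixture: 20 nM Texas Red SRC2 peptide, 0.6 uM human TRb LBD, 1 uM T3, 5% DMSO; compound exposure 5 h at ambient temperature.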
KDM4E inh: inhibitors of human JMJD2E histone demethylase. AID 2147. 230,000 tested, 1.6% active. B2RXH2. JMJD2E catalytic domain, FDH-coupled NADH fluorescence (FDH is formaldehyde dehydrogenase). Potency, µM (series often up to 57.1 µM), for the others: at the highest dose activity change, negative = inhibition, hits mostly inhibitors; active = well fitted inhibition curve with a large enough effect, not every such curve was filed as active; inconclusive = small, poorly fitted or top-dose-only effect, or another doubt; inactive = no such curve, though single readings can be large or run the other way;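 also: 0% = wells with enzyme and -100% = buffer wells without enzyme; nearly all actives have a fitted effect of over 50% in size; many of its hits are not listed in these tables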
Target sequence (B2RXH2 1-337 limits assumed): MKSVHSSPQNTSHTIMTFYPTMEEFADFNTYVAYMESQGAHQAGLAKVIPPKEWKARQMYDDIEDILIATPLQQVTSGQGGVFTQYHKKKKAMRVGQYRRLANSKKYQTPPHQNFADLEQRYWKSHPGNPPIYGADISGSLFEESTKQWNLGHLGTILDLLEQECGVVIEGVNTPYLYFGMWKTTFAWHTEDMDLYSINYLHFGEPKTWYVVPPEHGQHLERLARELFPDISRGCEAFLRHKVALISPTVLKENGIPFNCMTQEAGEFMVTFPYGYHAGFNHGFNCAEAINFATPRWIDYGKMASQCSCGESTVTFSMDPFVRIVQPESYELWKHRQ
RGS12 GoLoco inh: inhibitors of human Gai1-RGS12 GoLoco interaction (red fluorophore) | P63096 | Gai1:RGS12 GoLoco peptide FP, rhodamine, 10 min | Potency, µM (doses to about 61.6 µM), for the others: top-dose activity, negative = inhibition, usual class: inhibitors | 230,000 tested, 0.44% active | AID 880; active = well fitted inhibition curve with a large enough effect, not every such curve was filed as active; inactive = no such curve, though single readings can be large or run the other way; also: nearly all actives have a fitted effect of over 30% in size; many of its hits are not listed in these tables
TRb-SRC2 inh: disrupts binding of human TR beta to SRC2; P10828; TRbeta-SRC2 peptide binding, fluorescence polarization; receptor liganded with 1 µM T3; Potency, µM (series often up to 106 µM), for inactives: at the top dose activity change, negative = inhibition, hits mostly inhibitors; 280,000 tested, 0.065% active;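 also: plate controls were bound peptide for no effect and peptide without receptor for full effect; nearly all actives have a fitted effect of over 50% in size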
Target sequence (P10828 whole entry, looked up): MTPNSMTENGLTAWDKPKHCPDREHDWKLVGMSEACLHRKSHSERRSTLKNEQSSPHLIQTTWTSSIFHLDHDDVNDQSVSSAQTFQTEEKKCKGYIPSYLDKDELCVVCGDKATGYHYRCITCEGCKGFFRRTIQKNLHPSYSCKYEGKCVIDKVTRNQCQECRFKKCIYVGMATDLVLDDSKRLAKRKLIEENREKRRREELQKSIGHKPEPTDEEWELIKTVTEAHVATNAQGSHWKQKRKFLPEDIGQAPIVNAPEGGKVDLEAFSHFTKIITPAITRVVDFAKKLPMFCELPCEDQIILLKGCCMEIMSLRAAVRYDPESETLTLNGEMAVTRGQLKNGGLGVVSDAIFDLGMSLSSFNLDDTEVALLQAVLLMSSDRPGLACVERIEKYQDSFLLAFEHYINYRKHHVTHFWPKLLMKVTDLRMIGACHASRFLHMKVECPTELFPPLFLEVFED
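Read-out is fluorescence polarization (555 nm excitation, 632 nm emission) of a Texas Red SRC2 coactivator peptide; loss of signal reflects blocked binding to human TRb ligand-binding domain in the presence of 1 uM T3.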
L3MBTL1 inh: blocks human L3MBTL1; 230,000 tested, 0.66% active; Potency, µM (titrated, usually from 57.1 µM), inactives show at the highest dose activity, negative = inhibition, hits mostly inhibitors; Q9Y468; AlphaScreen L3MBTL1–H3K9me1 peptide binding; also: nearly all actives have a fitted effect of over 60% in size
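First, the protein-peptide complex forms for 30 min at room temperature (L3MBTL1 50 nM, biotinylated H3K9me1 peptide 75 nM). Next, compounds are pin-transferred and incubated 30 min. Finally, AlphaScreen beads are added and read after 30 min.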
Tau ThT inhib: tau fibrillization inhibition (ThT binding) | P10636 | recombinant tau K18 P301L (four-repeat tau fragment), heparin-induced fibrillization, ThT fluorescence | Potency, µM (titrated, usually from 57.4 µM), inactives show at the top dose activity, negative = inhibition, hits mostly inhibitors | 270,000 tested, 2.1% active; also: nearly all actives have a fitted effect of over 55% in size
Target sequence (P10636 561-689 P618L limits assumed): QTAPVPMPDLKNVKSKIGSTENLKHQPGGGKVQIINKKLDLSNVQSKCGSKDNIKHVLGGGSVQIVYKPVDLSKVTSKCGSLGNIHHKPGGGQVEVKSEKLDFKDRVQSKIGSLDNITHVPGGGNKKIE
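K18 P301L tau (15 uM + 0.24 uM Alexa 594-tagged), heparin 20 uM, NaOAc pH 7, 6 h 37 C; ThT 30 uM, 1 h RT, ex 450/em 510 nm.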
Tau fibril FP: inhibitors of human tau fibril formation; 280,000 tested, 0.39% active; K18 P301L tau heparin fibrillization, Alexa594 FP, 6 h; Potency, µM (top dose mostly 57.7 µM), for inactives: at the top dose activity, negative = inhibition, hits mostly inhibitors; P10636; also: nearly all actives have a fitted effect of over 55% in size
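FP of Alexa 594-tau after heparin (20 uM) induction. Substrate: human K18 P301L, 15 uM unlabeled, 0.24 uM labeled. Buffer 100 mM sodium acetate pH 7. 6 hr, 37 C.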
* = called active by the depositor; i = inactive; ? = inconclusive; · = not tested or not shown; & = joins results of further samples; [ ] = dose if it differs, or a comment. Unless noted, calls follow the shape of the dose curve; as a rule, active = well fitted curve in the direction sought with a large enough effect; inconclusive = small, poorly fitted or top-dose-only effect, or another doubt; inactive = no such curve, though single readings can be large; an effect the other way counts as inactive or inconclusive. Unless noted, % is scaled to controls: 0 for no effect and ±100 for the full control effect; potency is read from the fitted curve at half-maximal effect. Only part of the results is shown, so the mix of outcomes need not match the whole.

SMILES	RECQ1 helicase	TR SRC2 fluor cs	KDM4E inh	RGS12 GoLoco inh	TRb-SRC2 inh	L3MBTL1 inh	Tau ThT inhib	Tau fibril FP
Fc1ccccc1C1CCN(Cc2nc(COc3ccccc3)no2)C1 (stereo not given)	i	-3%	-1%	1%	-9%	-7%	-18%	-13%
COc1ccc(-c2cnc(N)n2C)cc1	-4%	-1%	21%	16%	4%	-16%	?	5%
Cc1nn2c(c1-c1ccccc1)N=C(c1ccco1)CC2c1ccccc1 (stereo not given)	-20%	2%	-4%	95%[activator]	4%	·	?	-12%
O=C(Nc1cccn2ncnc12)c1cccc(C(F)(F)F)c1	i	1%	14%	8%	-1%	23%	0%	12%
O=C(COc1ccc(Cl)cc1)NCC(c1ccco1)S(=O)(=O)c1ccc(F)cc1 (stereo not given)	·	0%	·	·	1%	·	-10%	-9%
CCOC(=O)c1cnc(SCC(=O)Nc2ccc(N3CCOCC3)c(Cl)c2)nc1N	1%	-3%	4%	5%	1%	-4%	-10%	10%
CC(C)(C)n1nnnc1C(c1ccncc1)N1CCCCCC1 (stereo not given)	-1%	0%	-1%	3%	-3%	-1%	-8%	-3%
COc1ccc(C)cc1-n1c(-c2ccncc2)n[nH]c1=S	-1%	1%	-5%	4%	-9%	10%	-14%	1%
COc1cc(NC(=O)c2cc(C)nc3c2c(C)nn3-c2ccccc2Cl)cc(OC)c1	·	-1%	·	·	0%	·	4%	-6%
COc1ccc(CCn2c(=O)[nH]c3cc(C(=O)N4CCN(c5ccccc5)CC4)ccc3c2=O)cc1OC	-1%	-2%&1%	-5%	-4%	-1%&-5%	·	-5%&-7%	-4%&-3%
COC(=O)[C@H](Cc1ccccc1)NC(=O)[C@H]1C[C@@H]1[C@H](NC(=O)OCc1ccccc1)c1ccccc1	1%	-2%	7%	1%	-1%	·	2%	4%
Cc1ccc2c(=O)cc(C(=O)Nc3cccc(Cl)c3C)oc2c1C	·	1%	·	·	1%	·	-8%	-2%
Cc1cc(N2CCN(C)CC2)nc2ccc(NC(=O)Nc3ccccc3)cc12	·	-3%	·	·	3%	·	?	?
Cn1cc([N+](=O)[O-])c(C(=O)NNC(=O)c2ccc([N+](=O)[O-])cc2)n1	-8%	-1%	-2%	8%	2%	20%	0%	8%
Cc1ccc(NC(=O)C2C(c3ccccc3)C=CC(c3ccccc3)C2C(=O)O)cc1 (stereo not given)	i	0%	-1%	-21%	3%	0%	-11%	-4%
CCOc1ccc(S(=O)(=O)Nc2ccccc2SC)cc1	-10%	3%	-2%	·	-1%	11%	-10%	7%
Cn1nnnc1SCc1nc2ccccc2s1	-11%	2%	-1%	-4%	-8%	1%	-8%	0%
Cc1nnc(-c2cnn(-c3ccccc3)c2N)n1Cc1ccc(F)cc1	2%	0%	8%	4%	3%	-6%	4%	3%
O=C(CC1S/C(=N/N=C/c2ccco2)NC1=O)Nc1cccc(Cl)c1Cl (stereo not given)	-1%	0%	-1%	4%	-7%	4%	-4%	1%
COc1cc(NC(=O)CC2C(=O)N(c3ccccc3)C(=O)N2Cc2ccc(F)cc2)cc(OC)c1 (stereo not given)	·	-4%	·	·	-5%	·	-7%	-6%
Cc1cc(C)cc(NC(=O)c2ccc(CSc3nnnn3C)cc2)c1	-16%	-4%	0%	0%	2%	2%	?	-11%
COc1ccc(C2C(C(=O)OC3CCCCC3)=C(C)Nc3nnnn32)c(OC)c1OC (stereo not given)	0%	-1%	-1%	1%	-1%	-4%	-8%	7%
O=C(CCSc1ccc(Cl)c(Cl)c1)NC12CC3CC(CC(C3)C1)C2	-14%	0%	0%	-2%	4%	26%	-13%	-2%
CCc1ccccc1NC(=O)CN1C(=O)c2cccnc2Oc2ccc(Cl)cc21	·	14µM*[quencher]	·	·	-6%	·	-6%	4%
CS(=O)(=O)N(CC(=O)Nc1ccccc1C(=O)NCCc1ccccc1)c1ccc2c(c1)OCCO2	i	3%	?	8%	2%	·	-18%	-9%

As a short view, 13 of the compounds above:
SMILES	RECQ1 helicase	TR SRC2 fluor cs	KDM4E inh	RGS12 GoLoco inh	TRb-SRC2 inh	L3MBTL1 inh	Tau ThT inhib	Tau fibril FP
Fc1ccccc1C1CCN(Cc2nc(COc3ccccc3)no2)C1 (stereo not given)	i	-3%	-1%	1%	-9%	-7%	-18%	-13%
COc1ccc(-c2cnc(N)n2C)cc1	-4%	-1%	21%	16%	4%	-16%	?	5%
Cc1nn2c(c1-c1ccccc1)N=C(c1ccco1)CC2c1ccccc1 (stereo not given)	-20%	2%	-4%	95%[activator]	4%	·	?	-12%
O=C(Nc1cccn2ncnc12)c1cccc(C(F)(F)F)c1	i	1%	14%	8%	-1%	23%	0%	12%
O=C(COc1ccc(Cl)cc1)NCC(c1ccco1)S(=O)(=O)c1ccc(F)cc1 (stereo not given)	·	0%	·	·	1%	·	-10%	-9%
CCOC(=O)c1cnc(SCC(=O)Nc2ccc(N3CCOCC3)c(Cl)c2)nc1N	1%	-3%	4%	5%	1%	-4%	-10%	10%
CC(C)(C)n1nnnc1C(c1ccncc1)N1CCCCCC1 (stereo not given)	-1%	0%	-1%	3%	-3%	-1%	-8%	-3%
COc1ccc(C)cc1-n1c(-c2ccncc2)n[nH]c1=S	-1%	1%	-5%	4%	-9%	10%	-14%	1%
COc1cc(NC(=O)c2cc(C)nc3c2c(C)nn3-c2ccccc2Cl)cc(OC)c1	·	-1%	·	·	0%	·	4%	-6%
COc1ccc(CCn2c(=O)[nH]c3cc(C(=O)N4CCN(c5ccccc5)CC4)ccc3c2=O)cc1OC	-1%	-2%&1%	-5%	-4%	-1%&-5%	·	-5%&-7%	-4%&-3%
COC(=O)[C@H](Cc1ccccc1)NC(=O)[C@H]1C[C@@H]1[C@H](NC(=O)OCc1ccccc1)c1ccccc1	1%	-2%	7%	1%	-1%	·	2%	4%
Cc1ccc2c(=O)cc(C(=O)Nc3cccc(Cl)c3C)oc2c1C	·	1%	·	·	1%	·	-8%	-2%
Cc1cc(N2CCN(C)CC2)nc2ccc(NC(=O)Nc3ccccc3)cc12	·	-3%	·	·	3%	·	?	?

(cont.)
SMILES	RECQ1 helicase	TR SRC2 fluor cs	KDM4E inh	RGS12 GoLoco inh	TRb-SRC2 inh	L3MBTL1 inh	Tau ThT inhib	Tau fibril FP
C=CCNC(=O)CC(=O)N/N=C/c1cccc(C)c1	-15%	1%	2%	11%	5%	1%	-1%	0%
Cc1nnc(SCC(=O)N(C)Cc2ccccc2)[nH]c1=O	-4%	2%	4%	2%	3%	-8%	-6%	-6%
CCOC(=O)c1nnn(CC(=O)N2N=C(c3ccccc3)CC2c2ccccc2)c1C(=O)OCC (stereo not given)	-1%	-2%	-2%	5%	-20%	-11%	13%	4%
COc1ccc2c(CCNC(N)=S)c[nH]c2c1	2%	0%	-23%	-1%	7%	·	·	-11%
O=C1CSCN1c1ccc(Cl)c(Cl)c1	i	-1%	-2%	-3%	0%	14%	3%	1%
O=C(O)CCc1ccc(S(=O)(=O)NCCc2ccccc2)cc1	-1%	2%	-2%	·	3%	7%	?	6%
CCCN(c1ccc(C(=O)OC)cc1)S(=O)(=O)c1ccccc1	-8%	-2%	-16%	5%	-1%	·	-5%	-3%
COc1cc(OC)cc(C(=O)NCC2CCCO2)c1 (stereo not given)	i	1%	2%	6%	-17%	·	8%	1%
C=CCn1nc2n(c1=O)-c1ccccc1SC2	-1%	-1%	-2%	0%	2%	3%	-9%	2%
CN(C)c1nc2c(c(N)nn2-c2ccc(Cl)cc2)c(=O)o1	-3%	-2%	-3%	6%	8%	1%	-2%	-4%
COc1cccc(NC(=O)CCNS(=O)(=O)c2ccc3c(c2)CCCC(=O)N3)c1	·	-4%	·	·	2%	·	-4%	-3%
COc1cccc2c(Cl)c(CC=C(Cl)Cl)c(C)nc12	-4%	1%	?	144%[activator]	-3%	0%	?	-13%
O=c1ccccn1CCOc1ccccc1Cl	0%	-1%	4%	0%	-8%	-3%	2%	-2%
CCc1ccc(NCc2nc(-c3ccccc3)no2)cc1	-12%	1%	1%	0%	-4%	8%	-10%	14%
CCCn1nnc(NC(=O)c2cccnc2Cl)n1	i	3%	-2%	1%	6%	5%	-1%	-3%
CCc1ccccc1-n1cnc2cc(C(=O)NC3CCCCCC3)ccc21	·	2%	·	·	1%	·	-13%	4%
C/C(=N/NC(=O)c1cc(-c2ccc(Cl)s2)[nH]n1)c1ccco1	-3%	2%	5%	27%	-3%	·	·	-22%
CCNc1nc(NC(N)=S)nc(NC(C)(C)C)n1	-2%	-4%	-25%	0%	-1%	2%	-12%	-6%
CC(C)CNC(=S)NNC(=O)c1ccc(OC(F)F)cc1	i	-2%	7%	-2%	-5%	9%	-12%	2%
O=C(NCCCN1CCOCC1)c1cccs1	-3%	1%	2%	-20%	-23%	-10%	12%	-2%
C=Cc1ccc(CN2C(=O)c3ccccc3Sc3ccc(C(=O)OCc4ccco4)cc32)cc1	·	3%	·	·	-3%	·	6%	-5%
COc1ccc(C=O)cc1Cn1c(=O)n(CCC(=O)NCc2ccco2)c(=O)c2sccc21	i	0%	6%	7%	-6%	-3%	1%	2%
Clc1ccccc1Cn1nnc2c(N3CCOCC3)nc(C3CC3)nc21	-11%	-1%	?	5%	-10%	5%	-9%	-3%
Cc1cc(C)n(C(=O)COc2ccccc2C)n1	-1%	-1%	12%	-3%	5%	11%	-1%	-2%
CCc1ccc(NC(=O)CC2C(=O)OCCN2CC)cc1 (stereo not given)	·	-23%	·	·	1%	·	?	1%
COc1cc(OC)c(NC(=O)Nc2nnc(N(C)C3CCCCC3)s2)cc1Cl	·	1%	·	·	3%	·	5%	5%
